EBI2 antag = blocks human EBI2 receptor beta-arrestin signaling; P32249; EBI2 beta-arrestin recruitment, luminescence, 7a,25-OHC stimulated; inhibition, % at 5 µM; 0.81% of 360,000 active; AID 651636; in the data active = inhibition above about 38%;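 note: enzyme fragment complementation signal reports receptor beta-arrestin coupling in cells; 0% = agonist plus DMSO wells and 100% = wells without agonist; some results beyond the cut were filed as inactive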
CCR6 antagonist = CCR6 (human) receptor antagonism. P51684. CHO-K1 CCR6 PathHunter beta-arrestin, luminescence, CCL20-stimulated. inhibition, % at 20 µM. 0.49% of 340,000 active. AID 493098;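 active = compounds whose inhibition of the agonist-driven luminescence signal at 20 µM reaches about 50%, limit read from the data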;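 note: cells stimulated with CCL20 at 14 nM final; plate controls were DMSO with CCL20 for no effect and DMSO without agonist for full effect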
Target sequence (P51684 whole entry, looked up): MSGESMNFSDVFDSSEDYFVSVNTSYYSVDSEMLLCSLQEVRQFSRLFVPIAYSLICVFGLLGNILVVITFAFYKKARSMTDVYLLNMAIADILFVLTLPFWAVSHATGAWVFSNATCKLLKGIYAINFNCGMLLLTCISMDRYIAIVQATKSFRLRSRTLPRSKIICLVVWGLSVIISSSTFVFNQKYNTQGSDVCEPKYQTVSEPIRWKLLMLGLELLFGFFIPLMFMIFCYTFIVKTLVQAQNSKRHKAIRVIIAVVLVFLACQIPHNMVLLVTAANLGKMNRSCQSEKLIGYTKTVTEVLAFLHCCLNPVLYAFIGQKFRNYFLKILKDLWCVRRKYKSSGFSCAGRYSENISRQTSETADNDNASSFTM
Gli-Sufu block = blocks Gli-Sufu signaling in a luciferase reporter; Sufu-KO-LIGHT fibroblasts, Gli luciferase reporter luminescence; inhibition, % at 5 µM; 0.74% of 340,000 active; AID 588413;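 active = inhibition above about 55%, limit read from the data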;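 note: 0% = DMSO-treated cells and 100% = wells with medium but no cells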
Jurkat NFkB inh = lowers PMA/ionomycin-induced NF-kB signal in Jurkat cells; inhibition, % at 4 µM; 0.53% of 330,000 active; PMA/ionomycin-induced NF-kB luciferase reporter, luminescence; in the data active = inhibition above about 50%
UPR CHOP act = activators of apoptotic arm of unfolded protein response (CHOP) | CHO-CHOP luciferase reporter, UPR activation, luminescence; percent of tunicamycin response over DMSO baseline | activation, % at 10 µM | 0.34% of 330,000 active | AID 449763;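 active = at 10 µM dose, activation of 40% or more, normalized to positive control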;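 note: 100% = tunicamycin at 10 µg/mL and 0% = DMSO alone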
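System: CHO CHOP reporter cells. Amount: 500 cells per well. Buffer or medium: F12 medium, 10% FBS. Compound dosing: one dose, 10 µM in 0.5% DMSO. Incubation: 6 h compound exposure at 37 °C after overnight seeding. Technique: Steady-Glo luciferase luminescence. Benchmarks: tunicamycin and DMSO controls.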
CXCR6 block = inhibitors of human CXCR6 receptor; inhibition, % at 20 µM; AID 602244; O00574; 0.36% of 360,000 active; CHO-K1 PathHunter CXCR6 beta-arrestin, luminescence; in the data active = inhibition above about 34%, passing the limit was not always enough;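 note: antagonist mode with CXCL16 agonist at 10 nM final; 0% = 10 nM CXCL16 with DMSO and 100% = unstimulated wells without agonist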
Target sequence (O00574 whole entry, looked up): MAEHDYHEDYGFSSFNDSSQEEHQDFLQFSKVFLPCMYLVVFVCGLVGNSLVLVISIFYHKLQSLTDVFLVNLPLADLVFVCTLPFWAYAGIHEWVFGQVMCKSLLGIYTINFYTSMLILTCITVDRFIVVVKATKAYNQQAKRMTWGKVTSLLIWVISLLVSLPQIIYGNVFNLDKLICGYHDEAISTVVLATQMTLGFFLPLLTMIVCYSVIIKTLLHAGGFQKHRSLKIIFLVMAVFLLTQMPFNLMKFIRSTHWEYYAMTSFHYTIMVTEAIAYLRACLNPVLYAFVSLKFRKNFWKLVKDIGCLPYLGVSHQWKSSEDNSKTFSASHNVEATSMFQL
Mdm2-MdmX inh = disrupts the human Mdm2-MdmX interaction | SaOS-2 split-luciferase Mdm2/MdmX complementation, luminescence | inhibition, % at 8 µM | 3% of 330,000 active;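 active = inhibition of at least 50% at 8 µM in the primary screen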
697 NFkB inh = lowers PMA/ionomycin-induced NF-kB signal in 697 B cells | inhibition, % at 4 µM | AID 435022 | 697 B-cell NF-kB luciferase reporter, 16 h | 0.33% of 330,000 active; in the data active = inhibition above about 35%
XBP1 UPR activ = adaptive UPR (XBP1) activation; CHO-XBP1 luciferase reporter, IRE1-XBP1 UPR activation, luminescence; percent of tunicamycin response, DMSO as zero; activation, % at 20 µM; 0.33% of 330,000 active; AID 463104;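 active = versus positive control, 20 µM dose yields 30% or more activation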;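 note: 100% = tunicamycin at 10 µg/mL and 0% = DMSO only wells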
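Material – CHO cell line with stable XBP1 luciferase reporter · Buffer or medium – F12 plus 10% FBS · Compound – single point, 20 µM final compound, 1% DMSO · Schedule – 16-18 h cell attachment at 37 °C, then 6 h compound exposure · Signal – Steady-Glo luminescence read · Benchmarks – high control tunicamycin 10 µg/mL final, low control DMSO vehicle only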
* = called active by the depositor; x = not tested or not shown.

1) O=C(Nc1ccc(Cl)cc1)N1CCSc2ccccc21
2) CCCNS(=O)(=O)c1ccc(CCC(=O)N2CCN(CC)CC2)cc1
3) O=C(CNC(=O)c1cc2c(s1)CCC2)Nc1ccccc1Br
4) CSc1ncccc1C(=O)N1CCCC(N2CCN(c3ccccc3F)CC2)C1 (stereo unspecified)
5) Cc1nnc(SCC(=O)Nc2ccccc2F)n1-c1ccc(F)cc1
6) OC(CNCc1ccccc1Cl)COc1ccc(F)cc1 (stereo unspecified)
7) COc1ccc(C(=O)NCC(=O)OCC(=O)Nc2ccc(C)c(S(=O)(=O)N(C)C)c2)cc1OC
8) CN(CC(=O)Nc1ccc(S(=O)(=O)N2CCOCC2)cc1)Cc1ccc(F)cc1
9) COc1ccc([N+](=O)[O-])cc1N(CC(O)CN(C)C)S(=O)(=O)c1ccccc1 (stereo unspecified)
10) O=C(COc1cccc2cccnc12)NCC(F)(F)F

Compound	1	2	3	4	5	6	7	8	9	10
Gli-Sufu block	2	-1	2	6	4	4	-1	5	4	1
UPR CHOP act	-1.0	-0.2	6.2	1.4	0.6	1.3	1.3	-1.7	-1.0	-0.6
697 NFkB inh	5	19	-43	-11	14	3	17	-7	2	5
XBP1 UPR activ	-1	-4	4	-3	-5	1	1	-2	-2	0
CCR6 antagonist	20	0	-1	-16	3	11	4	5	-4	6
Mdm2-MdmX inh	-12	15	-18	-21	9	-8	-20	-8	11	14
Jurkat NFkB inh	-1	2	-26	-6	-2	3	-10	20	1	-13
CXCR6 block	1	2	6	2	0	11	-18	-7	2	-12
EBI2 antag	-2	-3	-5	-8	-1	9	-13	2	-16	-10

11) CN(C)c1cccc(C(=O)OCC(=O)NCc2ccco2)c1
12) O=C(NN1C(=O)c2ccccc2NC1c1cccnc1)c1ccccc1 (stereo unspecified)
13) Cc1ccccc1-c1ccc(CN2CCN(C)C(CCO)C2)cc1 (stereo unspecified)
14) O=C1c2cccc3cccc(c23)C(=O)N1c1ccc(O)cc1
15) O=C(O)c1ccccc1-n1cccc1C(=O)O
16) O=C(NCc1ccccc1)N1CCN(c2ccccc2F)CC1
17) CN1CCN(C2CCCCC2NS(=O)(=O)c2ccc(Cl)cc2)CC1 (stereo unspecified)
18) CC(=O)OCC1OC(c2ccccc2)C(OC(C)=O)C(OC(C)=O)C1OC(C)=O (stereo unspecified)
19) Cc1ccc(Cn2ccc(NC(=O)c3cc(-c4ccccc4)on3)n2)cc1
20) CCOP(=O)(c1ccccc1)c1nc(-c2ccccc2C)oc1NCc1ccccc1 (stereo unspecified)

Compound	11	12	13	14	15	16	17	18	19	20
Gli-Sufu block	-6	0	12	-4	6	3	10	-3	2	1
UPR CHOP act	-0.3	1.3	1.0	2.4	-1.5	-2.1	0.5	-2.7	0.2	-1.9
697 NFkB inh	9	8	-13	18	-7	-7	7	-4	10	0
XBP1 UPR activ	-2	0	0	0	-1	-3	1	-1	-4	-4
CCR6 antagonist	12	8	14	11	-3	2	9	10	10	10
Mdm2-MdmX inh	13	0	0	32	7	10	18	-5	40	21
Jurkat NFkB inh	-10	-17	-39	15	1	-14	-5	8	-2	-16
CXCR6 block	-8	4	-4	5	2	0	0	-8	15	13
EBI2 antag	3	-5	-6	4	-1	4	-7	-7	32	-16

21) O=C(COC(=O)Cc1ccccc1[N+](=O)[O-])NCc1ccccc1Cl
22) COc1ccccc1NS(=O)(=O)c1ccc(C(=O)NCC(c2ccc(F)cc2)N2CCOCC2)cc1 (stereo unspecified)
23) Cc1ccc(NC(=O)c2c(C(F)(F)F)nn(C)c2SCc2cccc(C(F)(F)F)c2)cc1C
24) O=C(NCCCN1CCCC1=O)c1c(O)nc2sccn2c1=O
25) CC(C)N(C)CCOC(=O)c1ccc2c(c1)OCCO2
26) O=C(Cc1ccccc1F)Nc1cc(Cl)ccc1N1CCCC1
27) CCOC(=O)c1c(-c2ccccc2)csc1NC(=O)C(C)NCCCN1CCOCC1 (stereo unspecified)
28) CC(C)CCC1(C)NC(=O)N(CC(=O)Nc2ccc3c(c2)OCCO3)C1=O (stereo unspecified)
29) CC(C)c1nnc(NC(=O)CCC(=O)N2CCN(c3cccc(Cl)c3)CC2)s1
30) C=CCN(c1ccccc1OC)S(=O)(=O)c1cccc(C(=O)NCc2cccs2)c1

Compound	21	22	23	24	25	26	27	28	29	30
Gli-Sufu block	2	2	46	2	-8	-25	32	0	-18	8
UPR CHOP act	-0.4	-0.1	6.7	2.2	0.7	-1.1	1.5	2.8	-0.3	-0.5
697 NFkB inh	-8	21	-42	13	2	-3	-16	6	-1	4
XBP1 UPR activ	9	-1	4	-1	-1	-4	8	1	-6	1
CCR6 antagonist	4	16	-8	5	10	25	16	-3	-7	20
Mdm2-MdmX inh	-7	0	-4	24	17	-8	21	14	19	9
Jurkat NFkB inh	-18	9	-4	-2	7	2	2	-8	1	-7
CXCR6 block	8	9	-7	-7	3	9	9	2	-7	6
EBI2 antag	-2	5	11	6	-2	21	3	0	-12	1

31) O=C(NC(=S)NNC(=O)c1ccccc1[N+](=O)[O-])c1ccccc1
32) COc1ccccc1CCc1nnc(CCC(=O)N(C)Cc2cccc3cnccc23)o1
33) COc1ccc(C(C)=O)cc1COC(=O)c1cnc(C)cn1
34) O=C(CSc1nnc(-c2ccc(O)cc2)n1Cc1ccco1)c1ccccc1
35) COC(=O)C1CCN(S(=O)(=O)Cc2ccccc2Cl)CC1
36) O=C(COC(=O)c1nc(Cl)ccc1Cl)NCc1ccc(Cl)cc1Cl
37) O=C(O)CCN(Cc1ccccc1)S(=O)(=O)c1ccccc1Cl
38) CCOc1ccc(-c2c(C(=O)N/N=C/c3cccnc3)nnn2-c2nonc2N)cc1
39) COCCCn1c(=N)c(C(=O)NCc2ccc3c(c2)OCO3)cc2c(=O)n3cccc(C)c3nc21
40) Cc1ccccc1C(=O)N(Cc1cccs1)C1CCS(=O)(=O)C1 (stereo unspecified)

Compound	31	32	33	34	35	36	37	38	39	40
Gli-Sufu block	-8	-11	10	-3	-6	0	10	3	7	-11
UPR CHOP act	-2.4	8.1	-2.6	-1.1	1.5	0.8	x	-0.9	x	2.3
697 NFkB inh	-2	-67	0	11	2	1	x	-7	x	12
XBP1 UPR activ	0	3	0	2	-2	-2	x	-1	x	3
CCR6 antagonist	37	11	-3	18	4	9	7	-3	12	-9
Mdm2-MdmX inh	3	-25	2	11	7	8	x	27	x	-13
Jurkat NFkB inh	-9	-84	8	7	4	14	x	-3	x	17
CXCR6 block	16	1	-1	8	-2	2	-1	5	21	-6
EBI2 antag	-17	2	-5	10	-9	-7	1	3	-5	-7

41) O=C(NCc1cccnc1)NC1CCCN1S(=O)(=O)c1ccc(Cl)cc1 (stereo unspecified)
42) O=C(Cc1ccc(S(=O)(=O)N2CCOCC2)s1)Nc1cc(C(F)(F)F)ccc1N1CCCC1
43) COc1ccc(NC(=S)Nc2ccc(F)cc2)c(OC)c1
44) CN(CC(=O)Nc1ccccc1Br)C(=O)CN1CCN(c2ccccc2Cl)CC1
45) CCCCNC(=O)c1onc(CSc2cccc(C)c2)c1C(=O)O
46) COc1ccc(OCC(O)CNC(=O)Nc2ccc(Cl)cc2)cc1 (stereo unspecified)
47) COc1ccc(N2CCN(C3CC(=O)N(c4ccc5c(c4)OCCO5)C3=O)CC2)cc1 (stereo unspecified)
48) CCOC(=O)c1c(S(=O)(=O)Nc2cccc(-c3ccno3)c2)c(C)n(C)c1C
49) CCOC(=O)c1sc(NC(=O)CSc2nnc(C)s2)c(C(=O)OCC)c1C
50) COc1ccccc1NC(=O)c1cnc(SC)nc1
51) CCN(CC)C(=O)Cn1cc(C(=O)C(=O)NCc2cccs2)c2ccccc21

Compound	41	42	43	44	45	46	47	48	49	50	51
Gli-Sufu block	1	3	-5	1	-13	12	0	10	11	-9	9
UPR CHOP act	-1.9	-1.0	1.8	-0.5	0.8	1.3	-0.2	1.8	-2.6	0.2	0.8
697 NFkB inh	-5	-19	2	3	14	-5	-6	-25	-41	2	10
XBP1 UPR activ	-6	0	0	-3	2	-2	0	-4	0	-1	1
CCR6 antagonist	11	10	17	-5	-5	0	6	15	12	22	-1
Mdm2-MdmX inh	0	-16	28	-29	-13	-5	4	12	9	22	-17
Jurkat NFkB inh	2	-8	12	5	6	7	2	7	-19	-2	-3
CXCR6 block	16	-7	8	4	-5	-4	1	4	9	-2	3
EBI2 antag	-8	1	-4	2	-9	41	-15	3	10	-9	10

Gathered by group, those above containing a thiophene ring, fused or not (7)
3) O=C(CNC(=O)c1cc2c(s1)CCC2)Nc1ccccc1Br
27) CCOC(=O)c1c(-c2ccccc2)csc1NC(=O)C(C)NCCCN1CCOCC1 (stereo unspecified)
30) C=CCN(c1ccccc1OC)S(=O)(=O)c1cccc(C(=O)NCc2cccs2)c1
40) Cc1ccccc1C(=O)N(Cc1cccs1)C1CCS(=O)(=O)C1 (stereo unspecified)
42) O=C(Cc1ccc(S(=O)(=O)N2CCOCC2)s1)Nc1cc(C(F)(F)F)ccc1N1CCCC1
49) CCOC(=O)c1sc(NC(=O)CSc2nnc(C)s2)c(C(=O)OCC)c1C
51) CCN(CC)C(=O)Cn1cc(C(=O)C(=O)NCc2cccs2)c2ccccc21

Compound	3	27	30	40	42	49	51
Gli-Sufu block	2	32	8	-11	3	11	9
UPR CHOP act	6.2	1.5	-0.5	2.3	-1.0	-2.6	0.8
697 NFkB inh	-43	-16	4	12	-19	-41	10
XBP1 UPR activ	4	8	1	3	0	0	1
CCR6 antagonist	-1	16	20	-9	10	12	-1
Mdm2-MdmX inh	-18	21	9	-13	-16	9	-17
Jurkat NFkB inh	-26	2	-7	17	-8	-19	-3
CXCR6 block	6	9	6	-6	-7	9	3
EBI2 antag	-5	3	1	-7	1	10	10

Screening results: PubChem, Sanford-Burnham Center for Chemical Genomics
